Assay outcomes from PubChem.
NTR1 agonist: NTR1-driven beta-arrestin-GFP spot formation – imaging, U2OS cells, high content, primary screen (AID 493036); P30989; agonist mode; activation, % at 20 µM; hit rate 0.17% among 330,000;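 active means activation at or above 40% of the spot to cytoplasm intensity ratio, with at least 20 cells analyzed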;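 further: 0% = DMSO without peptide and 100% = 100 nM NTR1 peptide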
Target sequence (P30989 whole entry, looked up): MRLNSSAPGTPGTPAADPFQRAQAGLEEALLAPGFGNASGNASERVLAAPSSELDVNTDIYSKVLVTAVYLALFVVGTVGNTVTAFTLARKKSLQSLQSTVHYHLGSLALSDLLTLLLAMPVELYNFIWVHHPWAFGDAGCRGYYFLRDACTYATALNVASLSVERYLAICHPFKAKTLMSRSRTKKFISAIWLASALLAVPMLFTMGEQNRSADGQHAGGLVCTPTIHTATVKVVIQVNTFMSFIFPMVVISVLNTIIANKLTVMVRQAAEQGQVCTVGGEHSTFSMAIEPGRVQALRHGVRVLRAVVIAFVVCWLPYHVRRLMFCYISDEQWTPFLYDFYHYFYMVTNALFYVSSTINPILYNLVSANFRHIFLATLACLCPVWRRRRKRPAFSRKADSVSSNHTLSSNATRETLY
TNAP activators: stimulation of alkaline phosphatase TNAP activity – biochemical, luminescent, no phosphate acceptor, uHTS, primary screen (AID 1001). purified TNAP, luminescent activation assay, no phosphate acceptor; higher activation fold means a stronger effect. hit rate 0.03% among 200,000. one-dose activation fold at 20 µM; EC50 in µM for titrated hits; in the data active means activation fold from about 3, or a potency from the dose series; inactive means the rest, 99 in 100 with activation fold below about 1.6; further: many of its hits are not listed in these tables
ER stress rescue: protection against thapsigargin-triggered cell killing – 384-well, CSM14.1, ATP luminescence, primary screen (AID 1222); CSM14.1 thapsigargin-induced death rescue, ATP luminescence; higher % means a stronger effect; 190,000 tested, under 10 active; cellular ATP content (survival), % at 20 µM, or EC50 in µM where a hit was titrated;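 active means EC50 below 50 µM in the dose-response confirmation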;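 further: death triggered by thapsigargin at about 15 µM added after 2 h compound pretreatment; cell ATP read after overnight thapsigargin exposure of roughly 18 to 22 hours; normalized against plate controls of thapsigargin alone and 5% DMSO vehicle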
HEK293 NOD2/NF-kB: NOD2 signaling inhibitors, cell-based, luminescence, uHTS, HEK293 (AID 1566); HEK293 NOD2/NF-kB luciferase reporter, luminescence; higher % means a stronger effect; inhibition, % at 4 µM, or EC50 in µM where a hit was titrated; hit rate 0.63% among 290,000; further: many of its hits are not listed in these tables
KOR beta-arrestin-1: kappa opioid receptor blockers – cell-based, luminescence, uHTS (AID 1778); KOR beta-arrestin recruitment, luminescence, antagonist mode; higher % means a stronger effect; inhibition, % at 10 µM, or IC50 in µM where a hit was titrated; hit rate 0.091% among 290,000; further: strong numbers were not always called active
GPR55 beta-arrestin: GPR55 agonists via beta-arrestin recruitment, primary screen, imaging, U2OS cells, beta-arrestin-GFP redistribution (AID 1961); one-dose activation, % at 10 µM; EC50 in µM for titrated hits; U2OS GPR55 beta-arrestin-GFP redistribution imaging; higher % means a stronger effect; hit rate 0.048% among 290,000;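 active means activation above 40% with more than 50 cells counted in the well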;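 further: U2OS osteosarcoma cells stably expressing GPR55 and beta-arrestin-GFP; plate controls were DMSO negative control for no effect and LPI positive control for full effect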
KOR beta-arrestin-2: KOR agonists, beta-arrestin recruitment, primary screen, cell-based, luminescence, uHTS (AID 1777). one-dose activation, % at 10 µM; EC50 in µM for titrated hits. hit rate 0.02% among 280,000. KOR beta-arrestin recruitment, luminescence; higher % means a stronger effect; in the data active means activation above about 50%, passing the limit was not always enough; further: a part of the inactive calls stands beside numbers as strong as those of hits
Yfh1-depleted yeast: enhancers of respiration in Yfh1-depleted yeast, dose response, Friedreich's ataxia, plus single-dose screen (AID 1465); hit rate 0.074% among 220,000; one-dose fold induction at 50 µM; EC50 in µM for titrated hits; S. cerevisiae Yfh1-off respiration, WST-1 reduction, 72 h; higher fold induction means a stronger effect;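 active means fold induction of absorbance versus untreated yeast above a set limit, then at least 30% activation at any dose in follow-up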;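 further: activators that raise dye reduction in frataxin-depleted yeast; strong numbers were not always called active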
NOD1 inhibition: inhibition of NOD1-driven NF-kB reporter – cell-based, luminescence, uHTS, primary screen (AID 1578); hit rate 1% among 290,000; inhibition, % at 4 µM; hits with a dose series show EC50 in µM; NOD1-driven NF-kB luciferase reporter cells, luminescence; higher % means a stronger effect; in the data active means inhibition mostly above about 36%, no sharp cut-off; inactive means mostly below about 34%;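 further: HEK-293T reporter cells stimulated with the NOD1 agonist gamma-tri-DAP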
NTR1 agonist cell count 20 µM: recorded beside NTR1 agonist, whose call it bears; cell count; measured here: cell count, cytotoxicity flag
* = called active by the depositor; i = inactive; . = no result given; [ ] = remark or other dose. Unless noted, no stated cut-off is given here; in the data, active means inhibition above about 50%; inactive means the rest. Some of the compounds tested; rates above refer to the full screens.

SMILES | NTR1 agonist | NTR1 agonist cell count 20 µM | TNAP activators | ER stress rescue | HEK293 NOD2/NF-kB | KOR beta-arrestin-1 | GPR55 beta-arrestin | KOR beta-arrestin-2 | Yfh1-depleted yeast | NOD1 inhibition
CCOC(=O)N1CCN(C(=O)COc2ccc(Cl)cc2C)CC1 | -1.5 | 38 | 1.1 | 4.9% | 20% | -20% | -0.2% | -0.2% | i | -12%
CCCCNC(=O)c1ccc(NS(=O)(=O)c2ccccc2)cc1 | -0.3 | 54 | 1.1 | -2.4% | -7% | 2% | -0.1% | -2.0% | i | -10%
NC12CCc3c(no[n+]3[O-])C1(O)CC(c1ccccc1)=[N+]2[O-] (stereo not drawn) | -0.4 | 44 | 1.1 | -1.1% | 2% | 4% | -0.1% | 2.4% | i | -7%
O=C(COc1cccnc1[N+](=O)[O-])Nc1ccc(S(=O)(=O)N2CCOCC2)cc1 | 2.3 | 64 | 1.1 | . | 5% | 2% | -0.5% | -2.9% | i | -33%
CCOc1ccccc1NC(=O)NCc1ccc2c(c1)OCO2 | -0.2 | 65 | . | . | -1% | 7% | 0.5% | 1.5% | . | -12%
O=C(c1cc(F)c(F)cc1Cl)N1CCN(c2ccc([N+](=O)[O-])c3ncccc23)CC1 | 0.3 | 57 | 1 | -1.4% | 2% | -26% | 0.0% | -1.7% | i | -19%
O=c1[nH]c(C2CCN(S(=O)(=O)c3ccccc3F)CC2)nc2c1nnn2Cc1ccc(F)cc1 | 3.5 | 55 | . | . | 10% | -29% | -0.1% | -5.6% | . | 12%
Cn1c(=O)c2c3c(sc2n2c(SCC(=O)c4ccccc4)nnc12)COC(C)(C)C3 | . | . | 1 | -2.2% | -7% | 6% | -0.2% | -0.5% | . | -22%
CC(C)(C)N=C(NS(=O)(=O)c1cccs1)c1ccccc1 | -0.9 | 70 | . | . | 3% | -12% | 0.0% | -3.7% | . | -36%
O=C(NCc1ccco1)NC1CCCCC1 | -1.0 | 67 | 1.1 | -2.9% | 0% | -16% | 0.4% | 2.7% | i | -39%
CCOC(=O)c1ccc(NS(=O)C23CC4CC(CC(C4)C2)C3)cc1 (stereo not drawn) | 1.3 | 46 | 1.1 | . | -14% | 44% | 0.2% | -5.9% | i | -39%
COc1ccc(/C=C/c2nnc(NC(=O)c3ccco3)s2)cc1 | 0.3 | 55 | . | . | -16% | -11% | 0.2% | -2.4% | i | -13%
O=c1c2ccccc2cnn1Cc1ccc(Cl)c(Cl)c1 | 0.1 | 56 | . | . | 5% | -18% | -0.2% | 2.0% | . | 2%
COc1ccc(CCNc2nc(=S)[nH]c3cc(OC)c(OC)cc23)cc1OC | 2.6 | 82 | 1.1 | -0.5% | 3% | -2% | 0.6% | -5.7% | i | 19%
O=C(CSc1ccccc1C(=O)N1CCCCC1)NCC1CCCCC1 | 2.4 | 51 | . | . | 9% | 10% | -0.1% | -2.2% | . | -22%
CCOC1CS(=O)(=O)CC1OCC (stereo not drawn) | 1.2 | 95 | 1.1 | -0.7% | 18% | -14% | -0.1% | 1.4% | i | 12%
Cc1cccc(-n2c(N)cc(=O)[nH]c2=S)c1 | 0.3 | 89 | 1.1 | 0.8% | 2% | 8% | -0.2% | -4.3% | i | -17%
O=C(NCC1CCCO1)c1ccc2c(=O)n(Cc3ccco3)c(SCC(=O)N3CCCC3)nc2c1 (stereo not drawn) | -2.6 | 94 | 1 | -1.6% | 20% | 8% | -2.3% | 1.9% | i | 16%
O=c1c2c(-c3ccco3)csc2nc(SCc2cn3cccnc3n2)n1-c1ccccc1 | 9.9 | 41 | 1 | 4.0% | 4% | 17% | 0.0% | 11% | i | 16%
Cc1ccc(OCC(=O)OC(C)CN2CCCCC2)cc1 (stereo not drawn) | -1.1 | 66 | . | . | 3% | 9% | 0.0% | -0.9% | . | -12%

An excerpt from above in order of formula weight, descending.
SMILES | NTR1 agonist | NTR1 agonist cell count 20 µM | TNAP activators | ER stress rescue | HEK293 NOD2/NF-kB | KOR beta-arrestin-1 | GPR55 beta-arrestin | KOR beta-arrestin-2 | Yfh1-depleted yeast | NOD1 inhibition
COc1ccc(CCNc2nc(=S)[nH]c3cc(OC)c(OC)cc23)cc1OC | 2.6 | 82 | 1.1 | -0.5% | 3% | -2% | 0.6% | -5.7% | i | 19%
O=C(CSc1ccccc1C(=O)N1CCCCC1)NCC1CCCCC1 | 2.4 | 51 | . | . | 9% | 10% | -0.1% | -2.2% | . | -22%
COc1ccc(/C=C/c2nnc(NC(=O)c3ccco3)s2)cc1 | 0.3 | 55 | . | . | -16% | -11% | 0.2% | -2.4% | i | -13%

More records follow:
SMILES | NTR1 agonist | NTR1 agonist cell count 20 µM | TNAP activators | ER stress rescue | HEK293 NOD2/NF-kB | KOR beta-arrestin-1 | GPR55 beta-arrestin | KOR beta-arrestin-2 | Yfh1-depleted yeast | NOD1 inhibition
O=C(c1cccs1)N1CCCC(c2nc3c(nnn3Cc3c(Cl)cccc3Cl)c(=O)[nH]2)C1 (stereo not drawn) | 1.8 | 60 | . | . | 0% | 2% | 0.2% | -1.8% | . | -6%
COc1ccc(CN2CCC(n3nccc3NC(=O)CCc3ccccc3)CC2)c(C)c1C | 0.6 | 32 | . | . | 4% | -25% | -0.2% | -0.1% | . | -6%
COC(=O)c1cn(C(=O)c2ccc(F)cc2)c2ccccc12 | -0.4 | 47 | . | . | 3% | 6% | -0.2% | -2.6% | . | -48%
COc1ccccc1N1CCN(C(=O)C(=O)c2c(C)n(C)c3ccccc23)CC1 | 0.7 | 65 | . | . | 31% | -22% | -0.1% | 23% | . | -8%
O=C(O)CN1C(=O)NC2(CCOc3ccccc32)C1=O (stereo not drawn) | -0.5 | 43 | . | . | -29% | 50% | -0.1% | 4.4% | i | -2%
O=c1[nH]nc(SCCS(=O)(=O)c2ccc(F)cc2)n1-c1ccccc1C(F)(F)F | 0.0 | 51 | . | . | -6% | -13% | 1.2% | . | i | -10%
COC(=O)c1ccc(N2C(=O)CC(NCc3ccccc3)C2=O)cc1 (stereo not drawn) | -0.2 | 43 | 1.1 | -2.0% | 7% | 45% | -0.2% | -3.5% | i | -20%
O=C(COc1cccc(C(F)(F)F)c1)Nc1cccnc1 | -0.6 | 50 | . | . | 4% | 14% | -0.2% | -1.3% | . | -14%
CC#CC(=O)N1CCC(CO)(CCc2ccccc2)CC1 | 0.2 | 64 | 1 | -0.8% | -13% | 8% | 0.2% | 1.3% | i | -44%
CCc1cccc(C)c1NC(=S)NCc1ccc2c(c1)cc(C)n2C | -1.2 | 86 | 1.1 | 6.8% | -11% | -28% | 0.2% | 0.5% | i | -7%
Cc1cc(C)nc(NC2=NCC(=O)N2c2cccc(Cl)c2)n1 | -2.2 | 88 | 1.1 | -1.9% | 8% | 24% | -0.2% | 0.2% | i | -10%
CSc1ccc(C(C(C(=O)c2cccs2)N2CCOCC2)N2CCOCC2)cc1 (stereo not drawn) | 4.0 | 46 | 1.1 | -1.7% | 18% | -5% | -0.1% | 0.2% | i | -14%
Cc1nc2ccccc2n1CCOc1ccc(F)cc1 | 0.3 | 60 | . | . | 2% | -14% | -0.2% | 4.1% | . | 40%
O=C(N/N=C/C=C/c1ccccc1)c1cc2c(ccc3ccccc32)o1 | -0.5 | 52 | 1.1 | -1.4% | -3% | -6% | -0.1% | -0.1% | i | -10%
COC(=O)c1ccc(CSc2nc(-c3ccccc3)cs2)o1 | 0.1 | 51 | 1.1 | -1.3% | 6% | 21% | 0.1% | 5.3% | i | -11%
Nc1nnc(CCOc2ccccc2Cl)s1 | -0.7 | 84 | 1 | 5.0% | 12% | 8% | 0.2% | -1.6% | i | 7%
COc1ccc(CNC(=O)C2CC(C)=C(C)CC2C(=O)O)cc1 (stereo not drawn) | 0.1 | 58 | 1 | -0.4% | -6% | -15% | -0.1% | -2.6% | i | -12%
COc1ccc(COC(=O)N/N=C(\C)CC(=O)Nc2c(C)cc(C)cc2C)cc1 | 8.3 | 62 | 1.1 | -0.9% | 4% | 0% | -0.1% | -2.1% | . | 1%
CCCNC(=O)COC(=O)c1cc(C)nc2ccccc12 | -0.4 | 49 | 1 | -0.8% | 2% | -22% | -0.2% | 3.0% | i | -21%
COc1cc2ccccc2cc1C(=O)Nc1ccccc1Cl | 15 | 76 | . | . | -47% | -11% | -0.2% | 5.6% | . | -12%
Cc1cc(C(=O)COC(=O)c2ccc[nH]c2=O)c(C)n1-c1ccccc1F | -0.5 | 61 | . | . | -23% | 8% | -0.2% | 2.9% | i | 4%
Cc1ccccc1NC(=S)N(Cc1ccccc1)Cc1cccnc1 | -1.4 | 62 | 1.1 | 0.8% | 8% | 9% | 0.1% | 2.1% | i | -18%
O=C(Nc1ccccc1)c1ccc(NCCN2CCOCC2)c(S(=O)(=O)N2CCOCC2)c1 | -2.0 | 90 | 1.2 | -1.7% | 6% | 18% | 0.0% | -2.8% | i | -6%
Cc1ccccc1C(=O)Nc1ccnn1C1CCN(Cc2cnn(C)c2)CC1 | 0.2 | 73 | . | . | 10% | -7% | -0.1% | 3.5% | . | -18%
Cn1cnc2cc(NCc3ccc(Cl)cc3)ccc21 | 3.2 | 57 | . | . | -35% | 0% | -0.1% | 3.4% | . | -11%
COc1ccc(NC(=O)O/N=C/c2ccc(Br)cc2)cc1 | 1.0 | 100 | . | . | -12% | -5% | 0.4% | -1.9% | . | -14%
COc1ccc(-n2c(SCC(=O)Nc3ccc4c(c3)OCO4)nc3ccccc3c2=O)cc1 | 0.2 | 61 | 1 | 0.1% | 15% | -32% | 0.1% | -4.1% | i | -4%
Oc1[nH]c2ccccc2c1N=Nc1ncnc2c1oc1ccccc12 | 6.4 | 62 | . | . | -37% | -17% | 0.3% | 1.0% | i | -10%
COC(=O)c1[nH]c2cc(OC)c(OC)cc2c1NC(=O)Oc1ccccc1 | -0.3 | 39 | 1.1 | -0.6% | 0% | -7% | 0.5% | 1.3% | i | -20%
Cc1cc(-c2nn(-c3ccccc3F)cc2CN2CCCC(O)C2)c(C)s1 (stereo not drawn) | 0.8 | 77 | 1.1 | -2.1% | 14% | 7% | -0.2% | -2.0% | i | -32%
CCCc1cc(C(=O)OC)c2ccccc2n1 | 1.9 | 39 | 1 | -1.0% | 1% | 1% | 0.0% | -1.3% | i | -33%
Cc1ccccc1C(=O)c1cccn1CC(=O)NCc1ccc(Cl)cc1 | -0.3 | 35 | 1.1 | -0.8% | -11% | -7% | -0.1% | -2.6% | i | -53%
Cc1ccc(NC2=NC(c3ccccc3)n3c(nc(C)cc3=O)N2)cc1 (stereo not drawn) | -1.2 | 90 | 1 | -0.5% | 0% | 15% | -0.1% | -2.6% | i | -27%
Cc1cc(Cl)ccc1N(CC(=O)NCc1ccc2c(c1)OCO2)S(C)(=O)=O | -0.2 | 29 | 1.1 | 3.0% | -5% | -50%[20 µM] | 0.1% | . | i | -28%
CN1C(=O)[C@H]2[C@@H](C3CC3)N3C(=O)CN(CCO)C(=O)[C@@]3(Cc3ccccc3)[C@H]2C1=O | 1.4 | 80 | . | . | 15% | 5%[20 µM] | 0.2% | -2.1% | . | -5%
COc1ccc(-c2[nH]ncc2CNCCCSC)cc1F | 2.3 | 64 | 0.7 | -1.5% | -12% | -8%[20 µM] | -0.1% | . | i | -31%
